# PABP1 MLLE inh: blocks PAM2 peptide binding to the PABP1 MLLE domain; GST-MLLE / FITC-PAM2 fluorescence polarization; inhibition, % at 20 µM; hit rate 0.36% among 360,000; AID 588489; in the data active = inhibition above about 35%, passing the limit was not always enough;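 also: plate controls were DMSO wells with GST-MLLE for no effect and wells lacking GST-MLLE protein for full effect; some results filed as inactive read as strong as hits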
# CSN inh: CSN deneddylation inhibition; hit rate 0.38% among 360,000; inhibition, % at 12.5 µM; Purified CSN, SCF-Nedd8-OG deneddylation, fluorescence polarization; AID 651999; Q92905;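 active = pattern-corrected inhibition above about 35%, with an unprinted fluorescence ratio check between 0.5 and 1.5, limit read from the data, passing the limit was not always enough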;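 also: 0% = enzyme with substrate and 100% = substrate without enzyme; some results filed as inactive read as strong as hits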
# Target sequence (Q92905 whole entry, looked up, one chain of several): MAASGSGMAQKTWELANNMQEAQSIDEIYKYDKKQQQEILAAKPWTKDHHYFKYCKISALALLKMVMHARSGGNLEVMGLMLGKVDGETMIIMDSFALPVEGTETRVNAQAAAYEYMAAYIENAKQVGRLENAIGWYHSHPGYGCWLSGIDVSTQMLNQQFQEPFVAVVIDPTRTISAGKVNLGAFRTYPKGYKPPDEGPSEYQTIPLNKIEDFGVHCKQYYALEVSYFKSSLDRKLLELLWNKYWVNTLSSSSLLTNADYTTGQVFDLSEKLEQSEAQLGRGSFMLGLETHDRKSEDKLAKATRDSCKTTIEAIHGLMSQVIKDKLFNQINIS
#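 Test system: purified human Csn5 enzyme expressed in HEK293T cells. Amount: 0.24 nM enzyme. Reagent: SCFSkp2-Nedd8OG substrate at 10 nM final. Schedule: 90 min incubation of compound, enzyme and substrate at room temperature. Detection: fluorescence polarization. Read-out: % inhibition of substrate cleavage by Csn5.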
# Tb MetRS inh: Trypanosoma brucei MetRS inhibition; inhibition, % at 11.9 µM; hit rate 0.4% among 360,000; purified T. brucei MetRS, ATP depletion, Kinase-Glo luminescence;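 active = inhibition above a per-plate cutoff of the control wells' mean inhibition plus 3 SD, cut at about 5.5% in these data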;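 also: 0% = DMSO wells median and 100% = median of wells with control inhibitor compound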
#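 Material – parasite MetRS enzyme · Medium – HEPES-MgCl2-KCl buffer plus DTT, spermine, BSA, pyrophosphatase · Reagent – ATP, methionine and E. coli bulk tRNA substrates · Times – 15 min enzyme-compound preincubation, 2 h reaction, 10 min detection, 25 °C · Measured by – luminescence of leftover ATP · Evaluation – percent inhibition relative to median high and low control wells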
# MsrA inhibitor: bovine MsrA inhibition | hit rate 0.75% among 360,000 | purified bovine MsrA, absorbance read-out | inhibition, % at 15.5 µM; in the data active = inhibition above about 4.5%;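 also: 0% = vehicle wells with enzyme and 100% = reference inhibitor wells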
# eLon inh: inhibitors of E. coli Lon protease | P0A9M0 | inhibition, % at 7.94 µM | hit rate 0.42% among 360,000 | purified E. coli Lon protease, fluorescence polarization; in the data active = inhibition above about 13%, passing the limit was not always enough;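 also: 0% = enzyme with probe and DMSO and 100% = no enzyme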
# Neddylation inh: cullin neddylation inhibition. hit rate 0.58% among 360,000. TR-FRET cullin neddylation, biochemical. calls only at 25 µM. P61081+Q13564; in the data active = inhibition above about 36%
# Target sequence (P61081 whole entry, looked up): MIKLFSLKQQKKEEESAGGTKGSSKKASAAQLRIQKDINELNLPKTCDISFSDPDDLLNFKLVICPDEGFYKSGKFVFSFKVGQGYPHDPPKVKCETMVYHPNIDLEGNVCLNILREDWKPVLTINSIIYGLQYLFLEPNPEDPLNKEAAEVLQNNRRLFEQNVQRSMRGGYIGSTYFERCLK
# Target sequence (Q13564 whole entry, looked up): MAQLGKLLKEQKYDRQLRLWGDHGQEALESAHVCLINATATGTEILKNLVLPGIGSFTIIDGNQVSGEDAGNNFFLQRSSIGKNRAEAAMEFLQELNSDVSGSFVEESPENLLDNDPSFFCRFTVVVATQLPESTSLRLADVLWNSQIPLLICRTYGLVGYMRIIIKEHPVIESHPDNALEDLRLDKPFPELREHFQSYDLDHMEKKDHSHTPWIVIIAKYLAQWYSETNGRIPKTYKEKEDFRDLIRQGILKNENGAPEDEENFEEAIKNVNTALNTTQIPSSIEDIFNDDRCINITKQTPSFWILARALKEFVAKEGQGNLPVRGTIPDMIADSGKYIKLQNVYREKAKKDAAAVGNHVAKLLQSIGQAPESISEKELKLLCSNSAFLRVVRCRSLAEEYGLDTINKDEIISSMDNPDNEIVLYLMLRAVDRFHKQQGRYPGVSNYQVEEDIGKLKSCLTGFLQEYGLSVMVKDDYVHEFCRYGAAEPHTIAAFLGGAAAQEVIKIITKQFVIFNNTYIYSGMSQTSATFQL
# MsrA act: activators of bovine methionine sulfoxide reductase A | purified bovine MsrA, absorbance read-out | activation, % at 10.6 µM | hit rate 0.3% among 360,000; in the data active = activation above about 7.5%;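 also: 0% = vehicle and 100% = reference activator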
# Rin1-Abl PPI inh: blocks binding of human Rin1 to Abl. P00519+Q13671. TR-FRET Rin1/Abl binding, biochemical. inhibition, % at 7.35 µM. hit rate 0.4% among 360,000. AID 588664; in the data active = inhibition above about 5%, passing the limit was not always enough
# FAS-TE inh: blocks the thioesterase domain of human fatty acid synthase; P49327; inhibition, % at 15 µM; recombinant FAS-TE, OMFH fluorogenic substrate, fluorescence endpoint; hit rate 0.67% among 360,000;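 active = compounds whose normalised, plate-corrected inhibition of enzyme fluorescence in the single-dose primary screen is 50% or more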;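 also: 0% = DMSO with enzyme and 100% = substrate without enzyme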
# * marks the source's active call; other numbers are inactive results; i = inactive. Compounds as they come (roughly 4% active in at least one column).
molecule	Rin1-Abl PPI inh	FAS-TE inh	PABP1 MLLE inh	eLon inh	MsrA act	MsrA inhibitor	Neddylation inh	Tb MetRS inh	CSN inh
Cc1cc(C)nc(N2CCCC(C(=O)Nc3cc(F)ccc3C)C2)n1 (stereo not drawn)	1	2	12	-3	-2	0.5	i	0.1	4
CC(=O)Nc1ccc(NC(=O)CSc2ccc([N+](=O)[O-])cn2)cc1	-1	26	22	3	-5	2.6	i	-0.3	1
CC(=O)Oc1ccccc1C(=O)Nc1ccccc1	0	-1	-3	6	-3	-1.6	i	0.0	-10
Cn1c(=O)cc(OCC(=O)NCCc2ccc(Cl)cc2)c2ccccc21	-2	5	13	-8	-3	-0.5	i	-0.8	2
CC1CCN(c2ccc3nnc(CCC(=O)Nc4ccc(F)cc4)n3n2)CC1	2	3	9	-1	-1	-0.8	i	0.1	5
Cc1[nH]c2ccccc2c1/C=N/Nc1cccc(C(=O)O)c1	0	-2	-18	-6	-4	1.5	i	0.6	1
CCN(CC)S(=O)(=O)c1cc(C)c(C)cc1Br	1	3	6	-6	-2	-0.5	i	0.5	-3
O=C(NCCN1CCOCC1)C1CC(=O)N(c2ccc(Cl)cc2)C1 (stereo not drawn)	0	-4	-7	1	-2	-0.4	i	0.0	-1
CCCCN1C(=O)C2C(C(=O)Nc3cccc(OC)c3)C3C=CC2(O3)C1C(=O)NC1CCCCC1C (stereo not drawn)	-2	-3	-9	-1	-6	2.2	i	-0.4	0
CCCn1c(=S)[nH]c2cc(C(=O)N(CCO)Cc3ccccc3)ccc2c1=O	4	5	-48	-2	1	-0.2	i	-0.3	-2
O=C(NC(c1ccccc1)c1ccccc1)c1ccccc1	-1	-2	7	-9	-10	0.4	i	-0.1	-5
COC(=O)c1sc(N2CCN(Cc3ccccc3)CC2)nc1N	0	-4	11	0	-7	1.1	i	-1.5	2
Cc1cccc(-c2cnn(-c3ccccc3)c2N)c1	2	-3	8	-4	-2	0.8	i	-0.2	-4
Cc1ccc(CC2CC(=O)N(c3ccncc3)C2=O)cc1 (stereo not drawn)	4	2	3	-5	1	-0.8	i	-1.6	1
C=CCn1c(SCc2cc(=O)n3ccsc3n2)nc2scc(C3CC3)c2c1=O	0	15	-17	-1	1	0.4	i	0.6	1
O=C(CN1C(=O)/C(=C/c2cccc(Br)c2)SC1=S)NCCCN1CCOCC1	-1	5	26	-27	-2	1.3	i	-0.4	3
COc1ccc(-c2ccc(=O)n(Cc3c(F)cccc3Cl)n2)cc1	-1	17	3	5	-6	0.6	i	-0.6	-1
OCC#CCSc1nnc(-c2cccc3ccccc23)o1	3	1	-105	-9	-8	1.1	i	-0.5	-3
Cc1[nH]nc(-c2ccc(O)cc2O)c1-c1nc2ccccc2s1	3	-2	-1	4	-4	0.5	i	0.7	-2
O=C(OCc1c(Cl)nc2sccn12)c1cc2c(s1)CCCC2	-1	1	-14	-12	-2	-0.3	i	1.1	5
Cc1ccnc(Nc2nc3ccccc3s2)n1	0	1	7	4	-8	0.9	i	-0.8	-5
O=C(c1sc2ccccc2c1Cl)N1CCN(c2ccccc2F)CC1	-3	28	-6	-4	-3	0.5	i	-0.7	-10
CCN(CC)c1ncnc2c1[nH]c1ccccc12	-2	-5	-13	-2	-1	1.3	i	-0.2	-4
COc1ccc(NS(=O)(=O)c2ccc3nc(COc4ccc(Cl)c(C)c4)[nH]c3c2)cc1	-2	1	-96	-6	-8	-0.2	i	-0.7	1
Cc1cc(S(=O)(=O)NCC(C)C)ccc1OCC(=O)NCc1ccco1	2	0	-3	-3	4	0.0	i	0.0	4
Cc1ccc(-c2noc(C3CCCN(C(=O)c4ccc(Cl)cc4)C3)n2)o1 (stereo not drawn)	-1	2	20	-13	-4	-1.0	i	-0.4	0
O=[N+]([O-])c1cc(S(=O)(=O)Nc2ccc(Cl)cc2)ccc1N/N=C/c1ccncc1	2	2	2	-2	-5	1.3	i	-0.9	-20
CN(Cc1cccc(F)c1)CC(O)COCc1ccccc1Cl (stereo not drawn)	3	-1	4	2	-3	0.9	i	0.1	-1
CC(=O)Nc1cccc2c1C(=O)N(c1cccc(C)c1)C2=O	0	-5	-1	7	-6	-0.3	i	0.0	-3
Cc1cc(-c2cc(-c3ccccc3)on2)nc(NCC2CC2)n1	4	11	7	0	-5	1.4	i	0.5	2
CC(=NCc1ccccc1)c1ccccc1O	1	-1	-2	-12	-2	1.6	i	-0.1	6
CC(C)CCNC(=O)C1CCCCN1S(=O)(=O)c1ccc(F)cc1 (stereo not drawn)	-4	-2	1	1	-1	0.9	i	0.2	-5
O=C(c1ccco1)N1CCN(C(=O)C2CCCO2)CC1 (stereo not drawn)	3	-6	13	-6	5	-1.2	i	-1.4	-1
COc1ccc(CCNC(=O)Cn2cnc3c(cnn3-c3ccccc3Cl)c2=O)cc1OC	-3	-7	4	1	0	-0.3	i	-0.2	2
Cc1ccccc1-c1noc(C23CC4CC(CC(C4)C2)C3)n1	-2	17	7	-1	-2	0.6	i	0.2	3
COc1ccc(NS(=O)(=O)c2cccc3nsnc23)cc1OC	3	-7	3	-9	-2	1.7	i	2.1	-6
Cc1cc(=O)[nH]c(SCC(=O)/C=C2\N(C)c3ccccc3C2(C)C)n1	-3	-8	-36	-11	-3	2.3	i	0.6	13
CCOC(=O)c1cc2c(c(-c3cccc(C#Cc4ccc(OC)c(OC)c4)c3)n1)[C@@H](CCO)N(S(=O)C(C)(C)C)C2 (stereo partly drawn)	4	-8	6	-7	0	1.3	i	-0.2	5
CN(C)CCCNC(=S)N(Cc1cccs1)Cc1cc2cc3c(cc2[nH]c1=O)OCCO3	-2	-8	-134	2	-6	1.3	i	0.3	-9
CC1CC(NC(=O)/C=C/C(=O)O)CC(C)(C)C1 (stereo not drawn)	0	-5	-4	-1	-1	-1.0	i	0.1	1
COC(=O)c1sccc1S(=O)(=O)Nc1ccc(C)cc1	-3	3	6	-1	-3	-0.8	i	-0.1	1
CCN(CC)S(=O)(=O)c1ccc(Cl)c(NC(=O)COC(=O)c2cccn2C)c1	0	12	-3	3	-3	-0.5	i	-0.7	-1
Cc1cccc(C)c1NC(=O)CN(C)CC(=O)c1c(N)n(Cc2ccccc2)c(=O)n(C)c1=O	0	-1	-14	0	-4	1.6	i	-0.1	-1
N#CC1(Nc2cccc(Cl)c2)CCCC1	4	0	11	4	-4	-0.4	i	-0.2	1
O=C(c1ccco1)N1CCN(C(=O)c2nn3cccnc3c2Cl)CC1	4	-3	3	3	0	0.8	i	0.6	-4
NC(=S)C(c1ccccc1)c1ncc(C(F)(F)F)cc1Cl (stereo not drawn)	3	-1	42*	0	-12	-0.1	i	-1.7	2
CCCNC(=O)C1(C)CCCN(C(=O)c2cccc(OC(F)(F)F)c2)C1 (stereo not drawn)	1	-10	-2	-3	-1	-0.3	i	-0.1	2
Cc1nn(Cc2ccccc2)c(C)c1NC(=O)CCC(=O)O	0	-5	-1	-11	-11	-0.5	i	-1.4	-7
COC(=O)c1c(C)[nH]c(C(=O)/C=C/c2ccc(Cl)cc2)c1C	-3	3	-7	0	-1	2.6	i	-0.1	0
OC(CNCc1ccc2c(c1)OCO2)COc1ccc(F)cc1 (stereo not drawn)	-3	0	5	-2	-3	0.1	i	-0.1	-2
Cc1ccc(S(=O)(=O)N(CC(=O)Nc2ccccc2)C(=O)N2CCN(C)CC2)cc1	-1	-10	1	1	-6	3.1	i	-0.6	0
O=C(Nc1ccccc1O)c1ccccc1O	-3	-10	-6	-4	-10	-0.4	i	-1.1	2
CC1CC(C)CN(CCC(=O)Nc2cccc(Cl)c2)C1 (stereo not drawn)	0	-8	14	-4	-1	1.8	i	0.5	1
COc1cc(C(=O)N/N=C(\C)Cn2nc([N+](=O)[O-])cc2C)ccc1O	-2	-14	5	10	-7	-0.6	i	-0.3	-14
Cc1cc(C)c2nc(SCC(=O)NNC(=O)c3ccco3)c(C)cc2c1	-23	1	7	1	-5	1.9	i	-0.5	0
Cc1[nH]c2ccccc2c1/C=C/C(=O)c1ccccc1	-1	-11	-78	-77	-3	-0.9	i	0.0	15
COc1ccc(CNC(=O)COC(=O)C2CC2C)cc1OC (stereo not drawn)	-1	-3	-25	-6	-1	-0.5	i	-0.6	-3
CC1CC(C)CN(C(=O)c2cc(-c3ccccn3)nc3ccccc23)C1 (stereo not drawn)	2	-10	5	0	-3	0.8	i	0.3	-1
COC(=O)c1sc(-c2ccc(Cl)cc2)cc1N	1	14	4	0	-1	0.1	i	0.3	1
c1ccc(-c2noc(-c3ccc4c(c3)OCO4)n2)nc1	2	-6	4	-2	-3	0.2	i	-5.0	3

# No new results follow: entries from further up.
molecule	Rin1-Abl PPI inh	FAS-TE inh	PABP1 MLLE inh	eLon inh	MsrA act	MsrA inhibitor	Neddylation inh	Tb MetRS inh	CSN inh
CC1CC(C)CN(C(=O)c2cc(-c3ccccn3)nc3ccccc23)C1 (stereo not drawn)	2	-10	5	0	-3	0.8	i	0.3	-1
COC(=O)c1sc(-c2ccc(Cl)cc2)cc1N	1	14	4	0	-1	0.1	i	0.3	1
c1ccc(-c2noc(-c3ccc4c(c3)OCO4)n2)nc1	2	-6	4	-2	-3	0.2	i	-5.0	3

# (cont.)
molecule	Rin1-Abl PPI inh	FAS-TE inh	PABP1 MLLE inh	eLon inh	MsrA act	MsrA inhibitor	Neddylation inh	Tb MetRS inh	CSN inh
Cc1cc(N)c2ccccc2n1	1	0	-15	8	-1	0.5	i	-0.9	-2
CCC(C(=O)OCC(=O)Nc1ccc(Cl)c(S(=O)(=O)N(C)C)c1)c1ccccc1 (stereo not drawn)	1	30	14	-12	-1	-0.4	i	0.0	-6
Cc1ccc(NC(=O)c2cc(NC(=O)C3CC=CCC3C(=O)O)ccc2N2CCOCC2)cc1 (stereo not drawn)	-2	-4	-2	12	0	-0.4	i	-0.5	3
O=C(Nc1ccccc1)C1CCCCC1	-5	-2	-4	7	0	0.3	i	0.3	5
Oc1ccccc1C1=Nc2ccccc2N=C(c2ccco2)C1	-2	14	8	3	-4	4.7*	i	0.0	-8
Cc1cc(N)n(-c2ccc([N+](=O)[O-])cc2)n1	-3	-1	-6	9	-11	2.2	i	-1.1	-5
CN(C(=S)NC(=O)/C=C/c1ccc(F)cc1)C1CCCCC1	3	6	-23	-4	-5	0.0	i	-0.6	-14
Cc1c(NC(=O)c2ccc(NS(=O)(=O)c3ccccc3)cc2)c(=O)n(-c2ccccc2)n1C	1	-7	-4	0	-5	-1.7	i	-0.5	-4
Cc1ccc(-c2nc(NCc3ccco3)c3ccccc3n2)cc1	-3	44	2	-10	-6	-0.1	i	-0.3	3
O=C(Nc1nccs1)c1cc(N2CCOCC2)nc2ccccc12	-3	-4	0	10	-1	1.3	i	-1.9	-5
O=C(C[C@H]1C/C=C\CC[C@@H](Cc2ccc(F)cc2)C(=O)O[C@@H](c2ccccc2)CNC1=O)N[C@H](CO)Cc1ccccc1	2	-6	6	7	-5	0.6	i	-0.3	0

# Screens: PubChem BioAssay, several laboratories
